PV pol inh: poliovirus RdRp elongation inhibitors, primary screen, biochemical, fluorescence polarization, total intensity. poliovirus polymerase elongation; stronger effect = lower value. % elongation, % (compound at 16.7 µg/mL). 150,000 compounds, 0.66% hits; in the data active means % elongation below about 90%; further: some results filed as inactive read as strong as hits
Target sequence (P03300 1749-2209 limits assumed): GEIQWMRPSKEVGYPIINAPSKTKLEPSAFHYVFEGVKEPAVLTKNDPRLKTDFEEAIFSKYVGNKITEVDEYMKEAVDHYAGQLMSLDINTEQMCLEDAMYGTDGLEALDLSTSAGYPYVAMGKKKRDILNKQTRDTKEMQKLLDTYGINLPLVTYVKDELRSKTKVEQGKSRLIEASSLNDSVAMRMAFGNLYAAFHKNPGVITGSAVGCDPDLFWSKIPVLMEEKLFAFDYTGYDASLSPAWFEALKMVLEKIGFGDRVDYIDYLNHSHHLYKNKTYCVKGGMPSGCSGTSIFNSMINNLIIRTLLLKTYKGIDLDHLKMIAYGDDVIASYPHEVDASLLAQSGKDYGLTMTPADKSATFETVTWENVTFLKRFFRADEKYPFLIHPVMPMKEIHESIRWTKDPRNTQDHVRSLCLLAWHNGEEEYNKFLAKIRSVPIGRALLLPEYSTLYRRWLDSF
PV pol inh FP z-score: recorded beside PV pol inh, whose call it bears; z-score; measured here: FP z-score; hits read low
* marks the source's active call; other numbers are inactive results; & = joins results of further samples. An excerpt; count on the stated rates, not on these rows.

SMILES | PV pol inh | PV pol inh FP z-score
CCc1nn2c(=O)cc(COC(=O)c3cccc(NC(=O)COc4ccccc4)c3)nc2s1 | 110 | 1
COc1ccc2c(c1)-c1c(ssc1=S)C(C)(C)N2C(=O)CSc1nc2ccccc2o1 | 103 | 0.4
Cc1ccc(N(C(=O)c2cc3ccccc3oc2=O)C2C=CS(=O)(=O)C2)cc1 (stereo not given) | 102 | -0.1
Cc1ccc(S(=O)(=O)n2nc(C)c(S(=O)(=O)N3CCC(C)CC3)c2C)cc1 | 103 | 0.1
O=C(CSc1nc(=O)n(CCN2CCOCC2)c2c1CCC2)Nc1ccccc1 | 104 | -0.6
COc1ccc(C(=O)C(CN2CCCCC2)c2ccccc2)cc1 (stereo not given) | 101 | 0.2
CCn1c(N2CCN(CC(=O)c3ccc(OC)cc3)CC2)nc2ccccc21 | 100 | -0.3
COc1ccc(NC(=O)c2ccc3c(c2)sc2nc(-c4ccc(OC)cc4)cn23)cc1 | 104 | -0.5
CCC(CN1CCOCC1)NS(=O)(=O)c1cc2[nH]c3c(c2cc1C)C(=O)CC(C)(C)C3 (stereo not given) | 101 | 0
COc1ccc(C)cc1NC(=O)c1noc2c1CSc1ccccc1-2 | 113 | 0.3
CCN1CCN(c2cc(C)c3cc(NC(=O)/C=C/c4cccc(OC)c4OC)ccc3n2)CC1 | 104 | 0
CCn1c(=O)c2sccc2n2c(CCC(=O)N3CCN(c4ccccc4OC)CC3)nnc12 | 103 | -0.8
Cc1ccc(CN(Cc2ccco2)C(=S)NCC(=O)NC2CC2)cc1 | 99 | -0.3
O=C(c1cc2ccccc2oc1=O)N(Cc1ccccc1)Cc1ccccc1 | 100 | -0.1
CC1CCN(C(=O)COC(=O)c2nn(-c3ccccc3C(F)(F)F)cc2O)CC1 | 101 | -0.2
CCCCc1c(C)c(C#N)c2[nH]c3ccccc3n2c1=O | 101 | -0.1
CC(Sc1nnnn1-c1ccccc1)c1nc2scc(-c3ccccc3)c2c(=O)[nH]1 (stereo not given) | 114 | 2.2
CCOc1ccc(NC(=O)C(C)C(Cc2ccc(C)cc2)C(=O)O)cc1 (stereo not given) | 102 | 0
Cc1sc2ncnc(NCC3CN(Cc4ccccc4)CCO3)c2c1C (stereo not given) | 107 | 0.5
O=C(NCCc1ccccc1)C(=O)NCC(c1ccc2c(c1)OCO2)N1CCOCC1 (stereo not given) | 109 | 0.5
C/C(=C\C(=O)C(F)(F)F)NCc1ccccn1 | 101 | -0.2
CCC(C)NCCOc1ccc(Cl)c(Cl)c1 (stereo not given) | 100 | -0.6
C/C=C/C(=O)NCc1ccccc1 | 106 | 0.4
CCCCCn1c(=O)[nH]c2cc(C(=O)N3CCN(c4cccc(OC)c4)CC3)ccc2c1=O | 108 | 0.8
CN(Cc1ccccc1)S(=O)(=O)c1cc(Br)cnc1N | 106 | 0.9
Continuation.
SMILES | PV pol inh | PV pol inh FP z-score
Cc1ccc(/C=N/N=C(/C(=O)c2ccccc2)c2ccccc2)o1 | 101 | -0.2
CC(C)Nc1ccc(-c2nc(-c3ccccn3)no2)cc1[N+](=O)[O-] | 104 | -0.9
S=C1NCN(CCc2ccccc2)CN1CCCN1CCOCC1 | 104 | 0.5
CC1=Nc2ccccc2NC(=O)C1Sc1nc2ccccc2s1 (stereo not given) | 106 | 1.3
COc1ccccc1CNC(=O)CSc1ncc(S(=O)(=O)c2ccc(C)c(Cl)c2)c(=O)[nH]1 | 101 | -1.5
O=C(CN1CCN(c2ccc(O)cc2)CC1)N(C1CCCCC1)C1CCS(=O)(=O)C1 (stereo not given) | 103 | 0.1
CCCCN1CCCc2cc(CN(CCCN3CCOCC3)C(=O)Nc3ccc(OCC)cc3)ccc21 | 108 | 0.4
COc1ccc(-c2nc(SCC(N)=O)c3c(=O)n(C)c(=O)n(C)c3n2)cc1 | 102 | 0.1
CC(=O)NC(Cc1ccccc1)C(=O)NC1CCN(c2nnnn2-c2ccccc2)CC1 (stereo not given) | 102 | 0.1
COc1ccc(CNC(=O)C2CCN(S(=O)(=O)c3ccc(C)cc3)CC2)cc1 | 107 | 0.9
CCC(=O)Nc1ccccc1-c1nc2ccccc2n(C(CC)C(=O)Nc2cccc(Cl)c2)c1=O (stereo not given) | 106 | -0.1
CCOC(=O)c1c(C)sc(-c2c(-c3ccc(OC)c(F)c3)[nH]c3[nH]c(=O)[nH]c(=O)c23)c1O | 126 | 1.4
Cc1ccc(NC(=O)/C(C#N)=C\c2ccc(-c3ccc(Cl)cc3)o2)c(C)c1 | 103 | 0
COC(=O)c1ccc2c(=O)[nH]c(COC(=O)c3cccnc3Nc3ccccc3OC)nc2c1 | 103 | 0.2
Cc1cc2c3c([nH]c2cc1S(=O)(=O)NCCCc1ccco1)CCCC3=O | 101 | 0.2
O=P(CN1CCN(c2ccccc2)CC1)(N1CCCCC1)N1CCCCC1 | 99 | -0.2
Cc1ccc(NC(=O)Cn2cc(C(=O)C3CCCCC3)c3ccccc32)cc1 | 101 | -0.6
O=C(Nc1sc2c(c1C(=O)NCc1ccccc1)CCCC2)c1cc(=O)c2ccccc2o1 | 102 | -1.1
Cc1cccc(N2C(=O)CS(=O)(=O)C23C(=O)N(C)c2ccccc23)c1 (stereo not given) | 107 | 0.2
C/C(=N\NC(=O)Cn1nnc(-c2ccccc2)n1)c1nonc1C | 101 | 0.4
O=c1cc(-c2ccccc2)nc(N2CCN(Cc3ccc4c(c3)OCO4)CC2)[nH]1 | 99 | -0.4
COc1ccc(CCNC(=O)C2c3ccccc3C(=O)N2C2CCCC2)cc1OC (stereo not given) | 104 | 1.1
CC1(C)COP(=S)(C(Nc2ccc(Cl)cc2)c2ccc(O)cc2)OC1 (stereo not given) | 105 | 0.7
COC(CNC(=O)c1ccc2c(c1)ncn2-c1ccc(F)cc1F)OC | 101 | -0.1
CC12CC3CC(C)(C1)CC(C(=O)NN)(C3)C2 | 105 | 0.4
Continuation.
SMILES | PV pol inh | PV pol inh FP z-score
COC(=O)c1cc(COC(=O)c2cc3ccccc3cc2O)oc1C | 105 | 0.4
COc1ccc(OCCn2nnc3sc4c(c3c2=O)CCCC4)cc1 | 103 | -0.7
O=c1c2sc3ccccc3c2n(Cc2cccc(F)c2)c(=O)n1Cc1ccccc1 | 101 | -0.9
CCN(CC)c1ccc(NC(=O)C(Cc2ccccc2)NS(=O)(=O)c2ccc(Br)s2)c(C)c1 (stereo not given) | 104 | -0.3
CC[C@H](C)C(=O)O[C@H]1C[C@@H](C)C=C2C=C[C@H](C)[C@H](CC[C@@H]3CCCC(=O)O3)[C@H]21 | 104 | 0.7
Cc1ccc(-c2nc(SCC(=O)Nc3cc(C)on3)c3c(=O)n(C)c(=O)n(C)c3n2)cc1 | 112 | 1
Cc1ccc2c(c1)N(CC(=O)NC(C)C)C(=O)c1cccnc1O2 | 107 | 2.1
CCOC(=O)c1ccc(NC(=O)NC2OC(CO)C(O)C(O)C2O)cc1 (stereo not given) | 104 | 0.1
COC(=O)CCC(=O)c1cc2cc(Br)ccc2o1 | 108 | 0.6
CCC(CO)N=CC1=C(O)CC(c2ccccc2)CC1=O (stereo not given) | 100 | 0
Cc1cccc(N(CC(N)=O)C2SC(=O)N(Cc3cccc(C(=O)O)c3)C2=O)c1 (stereo not given) | 103 | -0.7
COC(=O)c1cc(NC(=O)CCc2c(C)nc3cc(-c4ccccc4)nn3c2C)cc(C(=O)OC)c1 | 106 | -0.3
Cc1ccc(C)c(NS(=O)(=O)c2cc3c(cc2C)n(C)c(=O)c(=O)n3C)c1 | 108 | 0.3
CCc1cc(/C(Cc2cscn2)=N\O)c(O)cc1O | 108 | 0.5
CCOC(=O)c1cn(CC(C)C)c(=O)c2ccccc12 | 101 | 0.4
CCCCC(C)(C)[C@H](O)/C=C/[C@H]1[C@H](O)CC(=O)[C@@H]1C/C=C\CCCC(=O)O | 101&101 | -0.2&0.4
CC(C)(C)c1ccc(/C=C2\C(=O)C3CCN2CC3)cc1 | 102 | 0
O=S(=O)(Nc1cccc(Cl)c1)c1ccc2[nH]c3c(c2c1)CCCCCC3 | 100 | -1.8
CCOC(=O)c1c(C)oc2nc(COc3ncnc4c3cnn4-c3ccccc3)nc(N)c12 | 109 | 0
Cc1nnc(N2C(=O)C3C4C=CC(C4)C3C2=O)s1 (stereo not given) | 101 | -0.4
CCOc1ccc(NC(=O)c2cc(=O)c3cc(CC)ccc3o2)cc1 | 109 | 0.2
O=C(CCSc1nnc(-c2ccncc2)o1)Nc1ccccc1 | 92 | -1.6
O=c1[nH]nc(Sc2ncn[nH]2)c(=O)[nH]1 | 98 | -0.7
CO[C@H]1C[C@H](O[C@H]2[C@H](C)[C@@H](OC3O[C@H](C)C[C@H](N(C)C)[C@H]3O)[C@@H](C)C[C@]3(CO3)C(=O)[C@H](C)[C@@H](O)[C@@H](C)[C@@H](C)OC(=O)[C@@H]2C)O[C@@H](C)[C@@H]1O (stereo not given in full) | 99 | -0.1
COC(=O)c1ccc(CSc2nc3c([nH]c4ccccc43)c(=O)n2-c2ccc(Cl)cc2)o1 | 109 | 0.4
Additional records follow.
SMILES | PV pol inh | PV pol inh FP z-score
O=C(Nc1ccc(S(=O)(=O)NC2=NCCCCC2)cc1)C1=NN(c2ccccc2)C(=O)CC1 | 99 | -0.4
COc1ccc(N(C)S(=O)(=O)c2ccc3c(c2)CCN3C(=O)CCC(=O)O)cc1 | 107 | 0
Cc1ccc(NCc2cccn2-c2nnc(N3CCCCCC3)s2)cc1 | 103 | -0.7
CC(C)C1N(c2ccccc2)CCN1c1ccccc1 | 101 | -0.1
COc1ccc(NC(=O)c2cc(S(=O)(=O)N3CCCC3)ccc2OC)cc1 | 105 | -0.6
Cc1cc(C(=O)OCc2csc(CC(=O)Nc3ccccc3C)n2)c(C)o1 | 102 | -0.1
O=C(NCC(c1ccco1)N1CCc2ccccc21)Nc1ccccc1 (stereo not given) | 104 | 0.8
COc1cccc(/C=N/NC(=O)CC2C(=O)NN=C2C)c1O (stereo not given) | 100 | -0.7
O=C(CSc1nc(-c2cccs2)nc2cc(=O)[nH]n12)Nc1ccccc1Cl | 108 | 0.3
O=C(Cc1n[nH]c(=O)c2ccccc12)N/N=C/C=C/c1ccccc1 | 102 | 0.1
O=C1CCCC1Sc1nnc(-c2ccncc2)n1-c1ccc(F)cc1 (stereo not given) | 96 | -0.6
CNC(=O)c1ccsc1NC(=O)c1ccc(F)cc1 | 103 | 0.2
Cc1ccc(Cn2c(=O)n(Cc3ccco3)c(=O)c3sc4ccccc4c32)cc1 | 102 | -0.6
Cc1cc(C)nc(Nc2ccc(S(=O)(=O)Nc3ccccn3)cc2)n1 | 102 | 0.1
COc1ccc(C(=O)n2c3c(c(=O)n2-c2ccccc2)Cc2ccc(OC)cc2O3)cc1 | 101 | -0.1
CN=C1N=P(NC)(NC)N=C(c2ccccc2)N1 | 101 | 0
O=C(COc1nncc2ccccc12)NC1CCS(=O)(=O)C1 (stereo not given) | 105 | 0.3
CC(=O)N1CCc2cc(C(=O)CN3CC(C)CC(C)C3)ccc21 (stereo not given) | 101 | 0.3
CSc1ncc(Cl)c(C(=O)Nc2ccc(S(=O)(=O)Nc3nccc(C)n3)cc2)n1 | 121 | 0.4
Cn1cnnc1SCc1ccc(C(=O)N=Nc2c(O)n(C)c3ccccc23)cc1 | 94 | -0.8
O=C(CSc1nnc(C23CC4CC(CC(C4)C2)C3)o1)NCCOc1ccccc1 | 100 | -0.1
O=C(NC(=O)N1CCCC1)c1ccc(Cl)cc1 | 102 | 0.1
C=C1C2(C(=O)N3CCc4ccccc43)CCC(C2)C1(C)C (stereo not given) | 102 | 0.4
O=C(CCC(=O)c1cccs1)Nc1ccc(F)c(F)c1F | 103 | 0.6
COc1ccc(CN(C(=O)COc2ccccc2OC)C2CCS(=O)(=O)C2)cc1 (stereo not given) | 104 | -0.1
CCOc1ccc(N(CC)C(=O)c2nn(-c3ccc(OC)cc3)c(=O)c3c2c2ccccc2n3C)cc1 | 108 | 0.2
COc1ccc(C2=NN(CCc3ccccn3)C(=O)C2)cc1 | 97 | -1.1
Cc1ccc(-n2c(=O)c3ccccc3n(CC(=O)Nc3cccc(C(F)(F)F)c3)c2=O)cc1 | 101 | -1.4
COCC(C)NC(=O)C1=CC(c2ccc3c(c2)OCO3)=NS(=O)(=O)N1C (stereo not given) | 106 | -0.2

Molecules listed so far containing a thiophene ring, fused or not (12):
SMILES | PV pol inh | PV pol inh FP z-score
CCn1c(=O)c2sccc2n2c(CCC(=O)N3CCN(c4ccccc4OC)CC3)nnc12 | 103 | -0.8
CC(Sc1nnnn1-c1ccccc1)c1nc2scc(-c3ccccc3)c2c(=O)[nH]1 (stereo not given) | 114 | 2.2
Cc1sc2ncnc(NCC3CN(Cc4ccccc4)CCO3)c2c1C (stereo not given) | 107 | 0.5
CCOC(=O)c1c(C)sc(-c2c(-c3ccc(OC)c(F)c3)[nH]c3[nH]c(=O)[nH]c(=O)c23)c1O | 126 | 1.4
O=C(Nc1sc2c(c1C(=O)NCc1ccccc1)CCCC2)c1cc(=O)c2ccccc2o1 | 102 | -1.1
COc1ccc(OCCn2nnc3sc4c(c3c2=O)CCCC4)cc1 | 103 | -0.7
O=c1c2sc3ccccc3c2n(Cc2cccc(F)c2)c(=O)n1Cc1ccccc1 | 101 | -0.9
CCN(CC)c1ccc(NC(=O)C(Cc2ccccc2)NS(=O)(=O)c2ccc(Br)s2)c(C)c1 (stereo not given) | 104 | -0.3
O=C(CSc1nc(-c2cccs2)nc2cc(=O)[nH]n12)Nc1ccccc1Cl | 108 | 0.3
CNC(=O)c1ccsc1NC(=O)c1ccc(F)cc1 | 103 | 0.2
Cc1ccc(Cn2c(=O)n(Cc3ccco3)c(=O)c3sc4ccccc4c32)cc1 | 102 | -0.6
O=C(CCC(=O)c1cccs1)Nc1ccc(F)c(F)c1F | 103 | 0.6

Compound activity as filed in PubChem.
